# Assay outcomes deposited in PubChem by several laboratories.
# NOD2-RIPK2 inh: NOD2-RIPK2 binding disruptors in cells, primary screen, fluorescence, CHO cells, BLA complementation. 360,000 compounds, 0.38% hits. inhibition, % at 4.98 µM. CCF4 ratio. AID 624267, 2012; in the data active = inhibition above about 21%;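 also: 0% = vehicle only and 100% = reference blocker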
# ABCB6 inh MLPCN: ABCB6 transporter inhibitors, primary screen, K562-ABCB6 cells, flow cytometry, MLPCN library. ATP-binding cassette sub-family B member 6 (Homo sapiens), Q9NP58. K562-ABCB6 porphyrin accumulation, 1 h; active compounds read low. fluorescence ratio to DMSO, % at 10 µM. 360,000 compounds, 0.19% hits. AID 602162, 2011;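 active = fluorescence ratio to DMSO below 75%, the collection mean minus 3 SD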;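 also: signal is porphyrin accumulated inside mitochondria; 100% equals median channel fluorescence of DMSO control wells; lower ratio means ABCB6 inhibition with less porphyrin fluorescence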
# TLR9-MyD88 inh: inhibitors of TLR9-MyD88 association in cells, primary screen, cell-based, CHO, BLA complementation, fluorescence. Toll-like receptor 9 (Homo sapiens) + Myeloid differentiation primary response protein …. CCF4 FRET ratio. inhibition, % at 4.98 µM. 340,000 compounds, 0.21% hits. AID 504734, 2011;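 active = inhibition above the mean over all tested compounds plus 3 SD, cut at about 21% in these data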;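 also: 0% = DMSO only wells and 100% = clavulanate BLA inhibitor control wells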
# ABHD5 PLIN5 PPI: ABHD5-PLIN5 interaction inhibitors, primary screen, cell lysate, split luciferase complementation, luminescence; 360,000 compounds, 0.78% hits; AID 602281, 2012; Perilipin-5 (Homo sapiens) + 1-acylglycerol-3-phosphate O-acyltransferase ABHD5 (Homo …; inhibition, % at 4 µM; Split G. princeps luciferase complementation, 4 h;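 active = inhibition above the mean inhibition across every tested compound plus 3 SD, cut at about 22% in these data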;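 also: 0% = DMSO only wells and the 100% control is not disclosed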
# Target sequence (Q00G26 whole entry, looked up): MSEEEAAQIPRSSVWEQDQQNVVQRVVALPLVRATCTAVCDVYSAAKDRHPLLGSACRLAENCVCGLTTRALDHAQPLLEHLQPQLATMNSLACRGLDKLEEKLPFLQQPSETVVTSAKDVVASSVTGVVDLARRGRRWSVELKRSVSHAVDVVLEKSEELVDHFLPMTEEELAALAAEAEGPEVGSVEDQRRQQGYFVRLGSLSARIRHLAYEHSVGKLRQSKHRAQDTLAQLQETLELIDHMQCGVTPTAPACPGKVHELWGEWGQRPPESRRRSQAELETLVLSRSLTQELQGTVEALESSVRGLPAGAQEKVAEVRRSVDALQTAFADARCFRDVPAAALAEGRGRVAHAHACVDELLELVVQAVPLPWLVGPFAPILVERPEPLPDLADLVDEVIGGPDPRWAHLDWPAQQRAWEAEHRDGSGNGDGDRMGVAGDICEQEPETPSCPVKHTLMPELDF
# Target sequence (Q8WTS1 whole entry, looked up): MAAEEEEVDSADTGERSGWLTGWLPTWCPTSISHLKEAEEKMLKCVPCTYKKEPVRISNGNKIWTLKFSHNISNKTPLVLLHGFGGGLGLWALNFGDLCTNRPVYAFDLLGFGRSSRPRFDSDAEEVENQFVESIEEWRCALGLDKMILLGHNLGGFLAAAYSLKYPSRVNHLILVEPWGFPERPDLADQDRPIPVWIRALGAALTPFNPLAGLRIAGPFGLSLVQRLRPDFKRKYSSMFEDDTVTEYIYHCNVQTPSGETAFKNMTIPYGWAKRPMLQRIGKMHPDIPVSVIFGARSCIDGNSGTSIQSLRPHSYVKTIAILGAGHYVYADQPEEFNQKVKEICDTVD
# Vif imaging: HIV Vif self-association inhibitors, primary screen, imaging, HEK293T, single point; HEK293T cells, Vif self-association by quenched fluorescence, 24 h; inhibition, % at 7.49 µM; 340,000 compounds, 0.35% hits; AID 602346, 2012; in the data active = inhibition above about 50%, passing the limit was not always enough; also: some results filed as inactive read as strong as hits
# MC4R antag cAMP: MC4R antagonists of cAMP signaling, primary screen, cell-based, TR-FRET, antagonist arm of biased-ligand search. Melanocortin receptor 4 (Homo sapiens), P32245. MC4R-expressing cells, MTII-stimulated cAMP, LANCE TR-FRET. inhibition, % at 6.5 µM. 360,000 compounds, 0.48% hits. AID 540295, 2011;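 active = inhibition above its plate's cutoff, the mean of tested wells on that plate plus 3 SD, cut at about 29% in these data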;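 also: 0% = Melanotan II alone and 100% = Melanotan II plus saturating MCL0020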
#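 System: U2OS cells stably expressing human melanocortin 4 receptor (MC4R). Reagent: Melanotan II challenge after compound preincubation. Doses: 6.5 µM. Times: 30-min compound, 1-h challenge, 1-h detection, room temperature. Measured by: TR-FRET with Eu-cAMP and labeled anti-cAMP, 671 nm. Replicates: singlicate.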
# Granule exo inh: LAMP-1 surface exposure blockers, TALL-104 cells – cell-based, flow cytometry, MLPCN library, primary screen; 360,000 compounds, 0.66% hits; TALL-104 LAMP-1 surface exposure; cells stimulated with thapsigargin and PMA; inhibition, % at 10 µM; AID 651702, 2012;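 active = inhibition above about 55%, limit read from the data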
# MC4R barr agon: MC4R agonists recruiting beta-arrestin, primary screen, cell-based, luminescence, agonist arm of biased-ligand search. 360,000 compounds, 0.98% hits. U2OS MC4R beta-arrestin complementation; percent of melanotan II response, DMSO zero. activation, % at 8.9 µM;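 active = activation above a per-plate cutoff, the mean activation of sample wells on that plate plus 3 SD, cut at about 8% in these data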
# Glyco luc inh: increase of ERlucT glycosylation luciferase signal, primary screen, N-linked glycosylation inhibitor project, D54 ERlucT cells, luminescence, set 2; D54 ERlucT glycosylation luciferase reporter, 24 h; percent of 100 nM tunicamycin response; reporter increase, % at 12.5 µM; 360,000 compounds, 0.23% hits; AID 588692, 2011;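 active = mean luciferase reporter signal, scaled so untreated is 0 and the glycosylation-blocking control 100, at or above a set limit in every replicate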;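 also: luciferase carries N-glycosylation sites so blocking glycosylation raises the light; 0% = median of neutral control wells and 100% = median of 100 nM tunicamycin wells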
# aDG glyco act: activators of alpha-DG glycosylation, primary screen, uHTS, Pro5-aDG cells, AlphaScreen | alpha-DG glycosylation AlphaScreen (IIH6); 0% Pro5, 100% B10-LARGE cell signal | activation, % at 10 µM | AID 624168, 2012 | 360,000 compounds, 0.22% hits;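 active = activation of at least 8% versus controls, or a plate z-score of at least 8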;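 also: Pro5 are CHO cells carrying HIG-tagged alpha-DG that lacks glycosylation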
# * = called active by the depositor; . = not tested or not shown.
NOD2-RIPK2 inh	ABCB6 inh MLPCN	TLR9-MyD88 inh	ABHD5 PLIN5 PPI	Vif imaging	MC4R antag cAMP	Granule exo inh	Compound	MC4R barr agon	Glyco luc inh	aDG glyco act
-18	101	3	11	3	37*	4	CCC(Sc1nc2ccsc2c(=O)n1Cc1ccc(C(=O)O)cc1)C(=O)Nc1cc(Cl)ccc1C (configuration not stated)	-1.7	2	0.2
-12	87	1	2	-5	1	-1	CC(NC(=O)NC1CCCCC1)C(c1cccs1)N1CCOCC1 (configuration not stated)	-1.3	-1	-0.1
-7	100	-2	12	-2	-2	3	CCC/C(O)=C1\C(=O)CC(C)(C)CC1=Nc1ccc(OC)cc1	-0.2	-2	0.2
1	93	-3	-5	1	6	1	Cc1nnc(SCc2ccccc2Cl)n(N)c1=O	-2.5	-1	-0.5
10	98	2	6	-10	1	-2	O=C(Oc1ccc([N+](=O)[O-])cc1)c1cccnc1	-0.9	1	-0.1
-8	102	.	-4	37	12	-3	CCc1nc2ccc(C(=O)N(C)CCN(C)C)cn2c1N(C)CCC(C)C	2.7	-1	0.0
-7	83	-16	-1	7	2	1	C=CCn1c(COc2ccccc2)nnc1SCc1ccc(C#N)cc1	0.7	-5	0.6
-2	107	.	-17	.	2	-2	O=S(=O)(Nc1ccc(O)c2ncccc12)c1ccccc1F	-0.4	11	-0.1
-8	97	11	9	20	14	-1	CC(CNC(=O)C1CCCCC1)NC(=O)C1CCCCC1 (configuration not stated)	-3.3	3	0.3
0	102	4	-5	1	-5	1	CCCSCCCNC(=O)CC1Oc2ccccc2NC1=O (configuration not stated)	1.5	1	0.0
0	100	10	6	-3	3	-1	Cc1ccc(-c2noc(CCCOc3ccc(Cl)cc3Cl)n2)cc1	1.9	2	-0.2
-6	98	-2	3	-2	6	5	CCCC(=O)Nc1ccccc1NC(=O)c1ccc(OC(C)=O)cc1	-1.1	1	-0.2
-10	110	-7	5	-3	4	3	Cc1ccccc1C(=O)N1CCC(C(=O)NN2C(=O)NC3(CCCCC3)C2=O)CC1	-0.3	4	-0.3
2	98	-6	-2	-7	17	16	CC(NC(=O)CN(C)Cc1cccc(F)c1)c1ccccc1 (configuration not stated)	2.6	0	0.3
4	98	-7	-2	0	23	-3	O=C(O)COc1c(-c2ccco2)oc2ccccc2c1=O	2.7	1	0.2
-16	98	.	3	.	.	8	CCOC(=O)[C@]12CCCC=C1N(Cc1ccc3c(c1)OCO3)C(=O)[C@H](CC(=O)NCc1ccc(C)o1)C2	.	.	0.0
-4	95	3	4	-1	6	0	COc1cc(C)c(N)cc1C(C)C	0.8	1	0.2
-7	101	-6	13	-7	1	-4	NC(=O)c1ccsc1NC(=O)COC(=O)c1ccc(Cl)nc1	0.9	2	-0.2
0	97	-6	-6	-2	1	2	CCC1CCCCN1S(=O)(=O)c1ccc([N+](=O)[O-])cc1 (configuration not stated)	-0.9	0	0.0
-4	96	1	-7	-5	-4	1	O=C(CN(Cc1ccccc1)S(=O)(=O)c1ccc2c(c1)OCCO2)Nc1ccc2c(c1)OCCO2	-0.5	-2	0.1
27*	104	-14	-5	1	15	7	O=C1OCCN1C(=O)[C@H]1[C@H](c2ccccc2)C(c2cccc(Cl)c2)=NN1c1ccccc1	2.6	0	0.6
-4	103	10	1	-3	8	-2	N/C(=N\OC(=O)CCc1ccccc1)c1cccc(Br)c1	1.7	0	-0.1
1	94	-2	3	0	-12	5	O=C(CC(C(=O)O)P(=O)(c1ccccc1)c1ccccc1)c1ccc(Br)cc1 (configuration not stated)	-1.2	1	-0.2
-3	103	10	7	2	-5	-7	O=c1c2ccccc2c(/C=N/c2nnc(Cc3ccccc3)s2)c(O)n1-c1ccc(Cl)cn1	0.9	2	-0.4
0	97	7	7	19	-20	-2	CCn1cc(/C=C/C(=O)c2ccc(O)cc2)c(C)n1	0.9	-10	-0.2
1	99	0	-2	-3	17	-7	O=C(c1ccco1)N(Cc1cccc(Br)c1)C1CCS(=O)(=O)C1 (configuration not stated)	-1.4	1	-0.1
-4	100	-2	-2	0	12	0	C/C(=N/NC(=O)CNC(=O)COc1ccccc1)c1ccco1	2.5	1	-0.2
-15	97	4	3	0	3	-2	COc1ccc(S(=O)(=O)N2CCOC2CNC(=O)C(=O)NCCc2ccccc2OC)cc1 (configuration not stated)	-0.6	-2	-0.1
0	98	-5	-7	18	13	-2	O=C(/C=C/c1ccccc1)NC(=S)Nc1ccccc1C(=O)NC1CCCCC1	4.1	5	0.1
1	101	4	0	-7	2	0	Clc1ccccc1N1CCN(c2ncnc3nc[nH]c23)CC1	1.6	1	0.2
-4	82	-3	-5	.	11	0	COc1ccc(CCNC(=O)N2c3ccccc3Sc3ccccc32)cc1	-1.6	-8	3.6
8	96	2	-2	-12	2	14	CCC(Oc1ccccc1)C(=O)Nc1ccccc1C(=O)N1CCCCC1 (configuration not stated)	-0.7	-1	-0.4
11	96	-10	5	1	1	3	Cc1ccc(-n2c(C)nnc2SCC(=O)N(C)c2c(N)n(Cc3ccccc3)c(=O)[nH]c2=O)cc1	0.3	1	0.0
8	91	7	-7	-10	-5	-5	CCOc1cc(NC(=O)c2ccco2)c(OCC)cc1NC(=O)COc1ccccc1	1.1	-5	-0.1
-3	92	.	0	.	.	-4	CCC(c1nc2ccccc2[nH]1)N(Cc1cccnc1)C(=O)c1cc(-c2ccccc2)on1 (configuration not stated)	.	-3	-0.3
-14	106	-7	-3	2	15	0	Cc1ccc(CN2CCN(Cc3cnc(C)[nH]3)CC2CCO)cc1 (configuration not stated)	-1.8	1	-0.2
1	93	-6	-3	-10	7	-4	O=C1CSC(=Nc2ccc(Cl)cc2)N1Cc1ccco1	0.9	-1	0.1
7	100	6	-5	26	-6	6	Clc1ccc(CN2CCN(c3ccccc3)CC2)cn1	-0.5	0	0.6
-1	95	-10	0	1	8	2	CC(C)C(OC(=O)c1ccco1)C(=O)NC1CCCCC1 (configuration not stated)	-1.8	0	-0.2
-4	89	-2	-1	1	-8	-2	Cc1nc(N(C)C)c2sc(=S)n(Cc3ccccc3)c2n1	-1.4	-3	0.0
14	97	.	-1	7	.	0	C[C@H]1CN([C@@H](C)CO)C(=O)CCCn2cc(nn2)CO[C@@H]1CN(C)C(=O)c1ccc(N2CCN(C)CC2)cc1	.	3	-0.2
-4	96	-8	-1	-9	-8	-8	CCc1cc2c(=O)n(-c3ccccc3)c(SCC(=O)O)nc2s1	-1.9	-2	0.2
8	105	-6	-1	-3	8	-1	CCOC(=O)N1CCN(C(=O)Cn2nc(-c3ccc(Cl)cc3)ccc2=O)CC1	0.8	-3	0.0
4	93	-5	-4	3	-1	2	Cc1nn2c(COc3ccc(NC(=O)C(C)C)cc3)nnc2c2ccccc12	-2.9	2	0.1
-2	98	-10	-3	-6	2	-20	Cc1cc(NC(=O)COC(=O)C2CC(=O)N(c3ccccc3Cl)C2)no1 (configuration not stated)	-0.7	1	-0.1

# NOD2-RIPK2 inh, what is marked active above.
NOD2-RIPK2 inh	ABCB6 inh MLPCN	TLR9-MyD88 inh	ABHD5 PLIN5 PPI	Vif imaging	MC4R antag cAMP	Granule exo inh	Compound	MC4R barr agon	Glyco luc inh	aDG glyco act
27*	104	-14	-5	1	15	7	O=C1OCCN1C(=O)[C@H]1[C@H](c2ccccc2)C(c2cccc(Cl)c2)=NN1c1ccccc1	2.6	0	0.6

# (next part)
NOD2-RIPK2 inh	ABCB6 inh MLPCN	TLR9-MyD88 inh	ABHD5 PLIN5 PPI	Vif imaging	MC4R antag cAMP	Granule exo inh	Compound	MC4R barr agon	Glyco luc inh	aDG glyco act
-9	99	-7	1	6	7	21	O=C(NC1CCCCC1)C(c1ccncc1)N(C(=O)c1csnn1)c1cccc(F)c1 (configuration not stated)	-0.2	0	0.0
-7	105	0	3	-7	13	-3	COc1ccc(C(=O)NCC(=O)NCCc2c[nH]c3ccccc23)cc1OC	-2.8	0	-0.1
6	98	-4	16	2	-1	1	O=C(/C=C/c1ccco1)N(Cc1ccccc1F)C1CCS(=O)(=O)C1 (configuration not stated)	-1.6	1	0.0
-5	98	-7	2	2	12	-2	O=C(O)CNC(=O)CCn1nnc2ccccc2c1=O	0.0	2	0.1
6	98	-9	-1	-4	10	-3	COC(=O)Cc1cc(=O)[nH]c(/N=C(\N)Nc2cccc(C)c2)n1	-2.3	1	0.3
2	102	-4	-1	3	-5	2	CCCn1c(N)c(Sc2ccc(C)cc2)c(=O)n(CCC)c1=O	-4.1	-1	-0.2
-2	94	-2	3	14	-1	20	O=C(CSc1nc2c(c(=O)[nH]1)CCC2)Nc1ccccc1Cl	0.6	3	0.0
-11	94	-4	0	7	-3	-4	CC1=CC(C)(C)n2c(O)c(N=NC(N)=S)c3c(C)ccc1c32	2.1	2	-0.2

# Structural class: those above containing an aryl thioether with sulfur outside any ring (7)
NOD2-RIPK2 inh	ABCB6 inh MLPCN	TLR9-MyD88 inh	ABHD5 PLIN5 PPI	Vif imaging	MC4R antag cAMP	Granule exo inh	Compound	MC4R barr agon	Glyco luc inh	aDG glyco act
-18	101	3	11	3	37*	4	CCC(Sc1nc2ccsc2c(=O)n1Cc1ccc(C(=O)O)cc1)C(=O)Nc1cc(Cl)ccc1C (configuration not stated)	-1.7	2	0.2
1	93	-3	-5	1	6	1	Cc1nnc(SCc2ccccc2Cl)n(N)c1=O	-2.5	-1	-0.5
-7	83	-16	-1	7	2	1	C=CCn1c(COc2ccccc2)nnc1SCc1ccc(C#N)cc1	0.7	-5	0.6
11	96	-10	5	1	1	3	Cc1ccc(-n2c(C)nnc2SCC(=O)N(C)c2c(N)n(Cc3ccccc3)c(=O)[nH]c2=O)cc1	0.3	1	0.0
-4	96	-8	-1	-9	-8	-8	CCc1cc2c(=O)n(-c3ccccc3)c(SCC(=O)O)nc2s1	-1.9	-2	0.2
2	102	-4	-1	3	-5	2	CCCn1c(N)c(Sc2ccc(C)cc2)c(=O)n(CCC)c1=O	-4.1	-1	-0.2
-2	94	-2	3	14	-1	20	O=C(CSc1nc2c(c(=O)[nH]1)CCC2)Nc1ccccc1Cl	0.6	3	0.0

# An excerpt; the hit share may differ from the screen's.
